Source: PubChem BioAssay
LYPLA1 inh: LYPLA1 inhibitors, primary screen, counter-screen for PME1 inhibitor project, biochemical, fluorescence polarization, FP-Rh probe ABPP; Acyl-protein thioesterase 1 (Homo sapiens), O75608; recombinant LYPLA1; inhibition, % at 5.9 µM; hit rate 0.16% among 320,000; AID 2174, 2009;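 active = inhibition above the mean of all tested compounds plus 3 SD, set per campaign, cut at about 14% in these data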;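 note: inhibitors block serine hydrolase probe labeling of LYPLA1 so polarization falls; 0% = enzyme with DMSO and 100% = wells lacking LYPLA1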
Target sequence (O75608 whole entry, looked up): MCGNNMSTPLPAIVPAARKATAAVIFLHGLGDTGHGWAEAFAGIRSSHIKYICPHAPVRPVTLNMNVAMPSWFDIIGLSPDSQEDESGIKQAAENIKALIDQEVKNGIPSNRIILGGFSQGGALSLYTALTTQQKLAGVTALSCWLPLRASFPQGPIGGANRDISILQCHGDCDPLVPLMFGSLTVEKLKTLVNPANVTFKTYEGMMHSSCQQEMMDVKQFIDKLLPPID
PREPL inh: PREPL enzyme inhibitors, primary screen, biochemical, fluorescence polarization | AID 2751, 2010 | Prolyl endopeptidase-like (Homo sapiens), Q4J6C6 | recombinant PREPL, fluorescence polarization activity-based probe | inhibition, % at 5.96 µM | hit rate 0.68% among 320,000; in the data active = inhibition above about 43%;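 note: 0% = enzyme with DMSO and 100% = wells lacking enzyme; many of its hits are not listed in these tables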
PAFAH1B2 FP inh: PAFAH1B2 enzyme inhibitors, primary screen, biochemical, fluorescence polarization, human | Platelet-activating factor acetylhydrolase IB subunit alpha2 (Homo sapiens), P68402 | recombinant PAFAH1B2, FP-rhodamine activity probe | inhibition, % at 3.39 µM | hit rate 1.2% among 340,000;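 active = inhibition above the mean of all tested compounds plus 3 SD, cut at about 24% in these data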;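 note: 0% = enzyme with DMSO and 100% = wells lacking PAFAH1B2; many of its hits are not listed in these tables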
Target sequence (P68402 whole entry, looked up): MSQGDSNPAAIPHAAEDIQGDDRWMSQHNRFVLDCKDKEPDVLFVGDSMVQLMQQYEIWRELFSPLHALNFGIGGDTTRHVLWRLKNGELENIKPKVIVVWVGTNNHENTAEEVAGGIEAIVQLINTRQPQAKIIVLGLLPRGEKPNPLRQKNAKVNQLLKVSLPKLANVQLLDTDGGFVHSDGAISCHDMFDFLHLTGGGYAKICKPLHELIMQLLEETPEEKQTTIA
PAFAH2 inh: PAFAH2 enzyme inhibitors, primary screen, biochemical, fluorescence polarization, human; Platelet-activating factor acetylhydrolase 2, cytoplasmic (Homo sapiens), Q99487; recombinant PAFAH2, FP-rhodamine activity probe; inhibition, % at 3.39 µM; hit rate 0.99% among 340,000;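 active = inhibition above the mean over all tested compounds plus 3 SD, cut at about 30% in these data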;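 note: inhibitors block probe labeling of enzyme so polarization drops; 0% = enzyme with DMSO and 100% = wells lacking PAFAH2 protein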
ZTA DNA inh: ZTA (EBV) inhibition in EBNA-1 counter-screen | ZTA-DNA binding, fluorescence polarization | inhibition, % at 11 µM | hit rate 0.15% among 320,000 | P03206 | AID 2234; in the data active = inhibition above about 33%
LYPLA2 counter: LYPLA2 inhibitors, primary screen, counter-screen for PME1 inhibitor project, biochemical, fluorescence polarization, FP-Rh probe ABPP; recombinant LYPLA2; hit rate 0.38% among 320,000; inhibition, % at 5.9 µM; Acyl-protein thioesterase 2 (Homo sapiens), O95372;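 active = inhibition above the screen-wide mean plus 3 SD, limit set per campaign, cut at about 26% in these data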;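 note: 0% = LYPLA2 with DMSO and 100% = wells lacking LYPLA2 enzyme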
Target sequence (O95372 whole entry, looked up): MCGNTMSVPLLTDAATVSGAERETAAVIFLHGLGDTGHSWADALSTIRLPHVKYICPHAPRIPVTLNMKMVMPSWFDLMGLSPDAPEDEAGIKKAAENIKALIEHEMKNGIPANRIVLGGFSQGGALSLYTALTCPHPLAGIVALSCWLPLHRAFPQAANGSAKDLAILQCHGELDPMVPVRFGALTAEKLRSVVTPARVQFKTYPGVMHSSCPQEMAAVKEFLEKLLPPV
EBNA-1 inhibitor: EBNA-1 DNA-binding inhibitors, primary screen, biochemical, fluorescence polarization | AID 1950, 2009 | hit rate 0.34% among 300,000 | inhibition, % at 14.8 µM; in the data active = inhibition above about 28%
PAFAH1B3 inh: PAFAH1B3 enzyme inhibitors, primary screen, biochemical, fluorescence polarization, human; Platelet-activating factor acetylhydrolase IB subunit alpha1 (Homo sapiens), Q15102; inhibition, % at 3.39 µM; AID 492972, 2010; hit rate 0.28% among 340,000; recombinant PAFAH1B3, FP-rhodamine probe;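 active = inhibition above the screen-wide average of all tested compounds plus 3 SD, cut at about 25% in these data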;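 note: 0% = enzyme with DMSO only and 100% = wells lacking PAFAH1B3 protein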
Target sequence (Q15102 whole entry, looked up): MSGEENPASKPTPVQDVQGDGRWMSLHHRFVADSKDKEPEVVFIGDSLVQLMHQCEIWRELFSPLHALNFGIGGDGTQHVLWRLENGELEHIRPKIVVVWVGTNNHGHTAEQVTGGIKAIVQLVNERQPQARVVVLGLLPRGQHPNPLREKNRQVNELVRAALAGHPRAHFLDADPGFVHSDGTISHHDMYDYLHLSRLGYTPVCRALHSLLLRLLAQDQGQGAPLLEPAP
pPAFAH inh: pPAFAH enzyme inhibitors, primary screen, biochemical, fluorescence polarization, human. Platelet-activating factor acetylhydrolase (Homo sapiens), Q13093. recombinant pPAFAH, FP-rhodamine probe fluorescence polarization. inhibition, % at 3.39 µM. hit rate 1.5% among 330,000. AID 463082, 2010;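 active = inhibition above the mean inhibition across the screen plus 3 SD, cut at about 25% in these data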;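 note: inhibitors block binding of the rhodamine activity-based probe so polarization drops; 0% = enzyme with DMSO and 100% = wells lacking pPAFAH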
The depositor's hits bear a star; . = no result given.

SMILES	LYPLA1 inh	PREPL inh	PAFAH1B2 FP inh	PAFAH2 inh	ZTA DNA inh	LYPLA2 counter	EBNA-1 inhibitor	PAFAH1B3 inh	pPAFAH inh
Cc1nn(Cc2ccc([N+](=O)[O-])cc2)c(=O)n1N(C)c1ncc(C(F)(F)F)cc1Cl	0	8	-1	10	-2	3	-14	3	3
Cc1ccc(C(=O)OCC(=O)c2ccc(Cl)s2)s1	-4	33	2	74*	-11	9	-15	1	16
CCCS(=O)(=O)N1CCN=C1SCc1cccc(F)c1	1	2	-5	-11	2	2	9	-2	2
CCc1cc(=O)oc2cc(C)cc(OCC(=O)NCc3ccccn3)c12	-1	-6	4	10	9	2	5	11	0
Cc1cccc(CC(C)NC(=O)c2cc(COc3ccc(F)cc3F)on2)n1 (configuration not stated)	-2	-1	12	10	11	-5	2	6	4
CCOC(=O)c1ccc(NC(=O)Oc2cc(C)c(Cl)cc2C(C)C)cc1	0	-15	1	-9	-2	-6	2	0	1
CS(=O)(=O)N(CC(=O)Nc1cccc([N+](=O)[O-])c1)c1ccccc1F	2	-8	4	1	-8	5	-3	9	2
O=C(CSc1nc2ccccc2n1S(=O)(=O)c1ccccc1)N1CCCC1	1	2	7	0	-3	0	-7	2	-2
COc1ccc(-c2csc(NC(=O)c3ccc(N4C(=O)CCC4=O)cc3)n2)cc1	-3	-4	5	1	17	-5	16	4	8
Cc1cc(C)nc(/N=C2\NC(=O)CC(C(=O)O)N2CCc2c[nH]c3ccccc23)n1 (configuration not stated)	-1	-3	8	-6	-5	8	-2	0	-1
O=C(c1ccccc1F)N1CCN(c2cnn(-c3cccc(Cl)c3)c(=O)c2Cl)CC1	3	13	5	-3	-2	6	-20	6	1
CCOc1ccc(CCNC(=O)COC(=O)Cn2nc(C)c([N+](=O)[O-])c2C)cc1OCC	1	9	2	3	9	-5	3	9	3
CCCNC(=O)c1ccccc1NC(=O)c1ccccc1SC	-2	4	0	-1	2	0	0	-9	-2
COc1ccc(COc2cc(-c3cccc(OC)c3)nc3ccc(NC(=O)c4ccc(N(C)C)cc4)cc23)cc1	-28	8	-14	-38	16	-52	4	-15	-8
CCCNC(=O)C1CC(=O)N(c2ccc(OCC)cc2)C1 (configuration not stated)	-2	4	-1	-1	-7	7	-7	7	4
CCOC(=O)c1c[nH]c(=S)n1C	-1	1	6	10	3	8	7	0	2
CCCCn1c(CN2CCN(c3ccc(F)cc3)CC2)nc2c1c(=O)n(C)c(=O)n2C	0	-5	2	2	-4	1	-4	3	-4
CCOC(=O)C(CC)n1cnc2c(nnn2-c2cccc(OC)c2)c1=O (configuration not stated)	0	8	11	27	-8	15	6	13	-4
O=C(COc1ccccc1[N+](=O)[O-])Nc1ccc2c(c1)CCC2	-4	-50	0	-13	-21	0	.	2	0
Cc1ccc(C(=O)Cn2ncsc2=N)cc1	0	5	2	11	3	2	12	2	1
Cc1ccc(S(=O)(=O)C2(C(=O)N3CCCC(C)C3)CC2)cc1 (configuration not stated)	-2	-6	6	-1	-9	-2	8	9	0
COCc1[nH]c(=S)[nH]c(=O)c1C	-2	0	1	3	1	-1	-1	5	3
C/C(=C\c1cccc(Br)c1)C(=O)c1c(C)cc(C)[nH]c1=O	-5	1	2	0	14	-2	4	12	0
CCN(CC)c1ccc(C=N/C(C#N)=C(\N)C#N)cc1	-3	12	-46	-110	-19	-13	5	-76	1
Fc1ccc(NCc2ccccc2F)cc1Cl	0	-4	3	-9	10	11	5	4	7

Single records, as listed above. Order of values: LYPLA1 inh | PREPL inh | PAFAH1B2 FP inh | PAFAH2 inh | ZTA DNA inh | LYPLA2 counter | EBNA-1 inhibitor | PAFAH1B3 inh | pPAFAH inh
Profile of `O=C(c1ccccc1F)N1CCN(c2cnn(-c3cccc(Cl)c3)c(=O)c2Cl)CC1` = 3 | 13 | 5 | -3 | -2 | 6 | -20 | 6 | 1
Profile of `CCOC(=O)c1ccc(NC(=O)Oc2cc(C)c(Cl)cc2C(C)C)cc1` = 0 | -15 | 1 | -9 | -2 | -6 | 2 | 0 | 1

The listing continues.
SMILES	LYPLA1 inh	PREPL inh	PAFAH1B2 FP inh	PAFAH2 inh	ZTA DNA inh	LYPLA2 counter	EBNA-1 inhibitor	PAFAH1B3 inh	pPAFAH inh
O=C(O)CSC(C(=O)Nc1ccc(Br)cc1)c1ccccc1 (configuration not stated)	5	-6	2	19	-11	5	-6	10	2
COc1ccc(C2N(c3ccc(Cl)cc3)C(=O)C3CCCN32)cc1 (configuration not stated)	1	-4	-2	4	-8	0	0	9	-8
CCN1C(=O)c2ccccc2S(=O)(=O)c2ccc(C(=O)N3CCOCC3)cc21	0	2	-2	5	6	8	5	-7	2
COc1cccc(C(=O)NC(=S)Nc2ccccc2N2CCCCC2)c1	-6	8	-1	0	-7	-10	-8	3	-8
Cc1cccc(OCC(=O)Nc2ccc(S(=O)(=O)Nc3cc(C)nc(C)n3)cc2)c1	0	-2	1	-1	-5	2	11	-1	2
Cc1cccc(-c2ocnc2C(=O)Nc2ccccc2NC(=O)c2ccccn2)c1	-3	-16	0	-6	8	-6	2	6	3
CCCCC(=O)NC(=S)NNC(=O)c1ccc(OC)cc1	-1	1	2	4	18	1	3	4	5
Cc1ccc2nc3c(c(Nc4ccc(O)cc4)c2c1)CCC3	2	29	-2	0	-25	6	-7	2	13
C=C(C)C1CC=C(C)/C(=N/NC(=O)CNc2ccc(C)cc2C)C1 (configuration not stated)	2	11	3	2	1	8	3	-4	1
COc1ccccc1-c1nn2c(C(F)(F)F)nnc2s1	-1	0	-3	-7	-5	-3	-7	2	6
O=C(COC(=O)c1cccs1)NC12CC3CC(CC(C3)C1)C2	1	10	-3	2	-18	-1	-9	1	3
CCN(CC)S(=O)(=O)c1ccc(O)c(C(=O)OCC(=O)N2c3ccccc3CC2C)c1 (configuration not stated)	2	-12	16	75*	5	-1	0	2	16
C=C1CC(C(=O)N/N=C/c2ccccc2)C1	-6	16	6	3	7	-5	-1	-4	-3
CC1=C(c2ccc(C)cc2)S(=O)(=O)N(CC(=O)O)C1=O	4	2	6	-3	-3	6	-4	7	4
Cc1ccc(-c2cc(C(=O)N3CCc4ccccc4C3)[nH]n2)cc1C	1	-1	2	-5	5	-3	16	-1	-1
Cc1ccc(S(=O)(=O)C2(C(=O)NCCc3ccccc3)CC2)cc1	-3	-12	9	12	-16	-1	-6	13	-2
COc1ccc(C(=O)c2c(O)cc(-c3ccc(OC)cc3)oc2=O)cc1	1	5	1	9	-12	2	4	3	-2
Cc1cc(C)n(-c2nnc(C)n2NS(=O)(=O)c2ccc(F)cc2)n1	1	10	-5	11	-10	2	2	10	0
O=C(O)c1ccccc1-c1ccccc1C(=O)Nc1ccccc1-c1ccccc1	5	2	11	-8	-11	15	-18	2	0
Brc1ccccc1C1N=C(c2ccccc2)NO1 (configuration not stated)	0	6	4	1	-3	-1	-8	-6	1
Cc1ccccc1NC(=O)c1ccc2c(O)c(S(=O)(=O)c3ccccc3)c(=O)[nH]c2c1	4	-3	-1	0	7	-3	4	5	2
Fc1cccc(/C=N/n2c(C3CCCCC3)n[nH]c2=S)c1	-4	12	12	6	-5	-2	-3	8	3
CN1CCc2c(sc(NC(=O)CS(=O)(=O)c3ccccc3)c2C(N)=O)C1	5	11	2	-4	7	-1	0	5	-1
Cc1nc2ccccc2n1C1CCN(C(=O)Nc2ccccc2)CC1	-1	12	1	4	-5	-1	-7	1	2
O=C(NCCN1CCOCC1)c1cc2ccccc2oc1=O	-1	11	2	-5	7	-9	-11	-5	2

Next section
SMILES	LYPLA1 inh	PREPL inh	PAFAH1B2 FP inh	PAFAH2 inh	ZTA DNA inh	LYPLA2 counter	EBNA-1 inhibitor	PAFAH1B3 inh	pPAFAH inh
O=C(CCOc1ccccc1)N1CCN(S(=O)(=O)c2cccs2)CC1	1	-7	-1	3	7	0	9	9	11
O=C(CN1CCC(NC(=O)c2ccc(F)cc2)CC1)NCc1ccccc1F	1	9	-7	-1	-1	6	7	15	0
Nc1ccc(SC(F)(F)F)cc1	-3	0	4	-3	1	-1	4	-4	2
Cc1ccc(CNC(=O)COc2cc(O)c3c(c2)OC(C)(C)CC3=O)cc1	0	-13	5	2	6	-3	5	-2	5
CCN(C[C@H]1N[C@@](C)(C(=O)OC)[C@H]2C(=O)N(Cc3ccccc3)C(=O)[C@@H]12)C(=O)c1ccc(C(C)(C)C)cc1	.	2	6	6	.	.	.	-1	3
COc1ccccc1C(=O)Nc1c2c(nn1-c1cccc(C)c1C)CS(=O)C2 (configuration not stated)	1	3	7	0	-4	8	-9	9	3
Cc1cccc(N2C(=O)CC(Sc3nc(C)cc(C)n3)C2=O)c1 (configuration not stated)	-1	9	3	2	-15	3	-7	2	1
CCC(=O)Nc1ccc(NC(=O)CSc2nnnn2-c2cccnc2)cc1C	-2	-1	1	1	9	5	-3	4	0
COc1cc(OC)cc(C(=O)N[C@H](C(=O)Nc2nc(-c3ccc(F)c(F)c3)cs2)C(C)C)c1	-3	1	6	-2	6	2	23	-1	6
COc1ccc(N(C)S(=O)(=O)c2c(C)noc2C)c(OC)c1	1	-9	3	2	-6	-5	0	5	9
COc1ccc(-c2cc(=O)oc3cc(OCC(=O)N(C)C4CCS(=O)(=O)C4)ccc23)cc1 (configuration not stated)	-1	13	0	1	-3	-7	-3	0	2
Cn1c(SCC(=O)N/N=C/c2ccc([N+](=O)[O-])s2)nnc1-c1ccc(Cl)cc1	0	23	10	5	-2	4	5	20	11
Cc1ccc(C)c(/C=C/C(=O)c2ccccc(=O)c2O)c1	0	7	-4	12	3	3	-1	6	20
Cc1cc(C)c(C)c(OCC(=O)N2CCCCCC2)c1	-3	2	-1	-2	7	2	0	-2	2
COc1ccc(-c2nc(NC(=O)c3ccccc3)sc2-c2ccc([N+](=O)[O-])cc2)cc1	-3	8	-1	-11	-1	4	-12	-10	4
Cc1cc(O)c(C=Nc2cccc(Cl)c2)c(=O)o1	-1	9	-4	1	3	-4	-8	-1	-1
OC(Cc1nc2ccccc2[nH]1)c1ccccc1Cl (configuration not stated)	1	-5	3	8	17	-3	-7	6	-4
Cc1ccc(C(=O)C2CCNCC2)cc1	3	3	-2	6	6	4	-4	1	6
Cc1nnc(NC(=O)c2cccc(S(=O)(=O)N3CCN(C)CC3)c2)s1	1	0	12	4	7	5	-7	6	4
O=C(Nc1ccccc1N1CCOCC1)c1ccc([N+](=O)[O-])cc1	-1	8	5	8	11	-6	14	6	3
CCOc1cc(C(=O)OCc2ccc(OC)cc2)ccc1OCC(=O)N1CCOCC1	0	25	-4	13	7	-1	.	-3	9
Cc1ccccc1NC(=O)c1ccno1	5	-10	5	5	-3	-5	4	7	2
COc1cc2sc3cc(NCc4ccc(C)o4)ccc3c(=O)c2cc1OC	.	14	3	-21	.	.	.	1	-6
Brc1cc2c(cc1/C=N/Nc1nc3ccccc3s1)OCO2	0	-13	6	3	-4	-1	-19	9	-3
COc1ccccc1C(=O)NC(C)c1cccc2ccccc12 (configuration not stated)	-3	3	5	-10	2	-2	-2	1	5
Cc1ccc(-c2nnc(-c3ccncc3)n2-c2ccc(C)cc2)cc1	2	-25	6	6	4	0	4	15	-2
OC1(c2cccc(C(F)(F)F)c2)CCN(Cc2nc(-c3cnccn3)no2)CC1	4	11	6	-7	4	-4	-8	5	4
O=C(COc1ccc(Br)cc1)Nc1nnc(-c2cccnc2)s1	-1	6	.	.	7	-3	-1	.	-2

Not all compounds are listed. The share of hits here may be higher or lower than overall.
